# ER stress rescue: rescue of cells from ER stress-induced death, primary screen, 384-well, CSM14.1, thapsigargin, ATP luminescence (AID 1222). CSM14.1 thapsigargin-induced death rescue, ATP luminescence; higher % means a stronger effect. cellular ATP content (survival), % at 20 µM; hits with a dose series show EC50 in µM. 190,000 tested, under 10 active;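 active = EC50 below 50 µM in the dose-response confirmation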;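 note: death triggered by thapsigargin at about 15 µM added after 2 h compound pretreatment; cell ATP read after overnight thapsigargin exposure of roughly 18 to 22 hours; normalized against plate controls of thapsigargin alone and 5% DMSO vehicle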
# Insulin prom up: insulin promoter activators in MIN6 cells, imaging, high-content screening, mouse beta cells; MIN6 insulin promoter-GFP reporter; hits give high values; z-score at 5 µM; hit rate 0.3% among 190,000;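 active = z-score above 3 at 5 µM with at least 500 cells counted in the well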
# MT stabilizer: microtubule stabilizers in HeLa cells, primary screen, imaging, high-content imaging; HeLa tubulin immunostaining HCS, 24 h; share of cells brighter than vehicle mean+2SD; % tubulin-high responders, % at 10 µM; hit rate 0.83% among 200,000; AID 2205, 2009;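 active = plate Z-score above 3 for both tubulin-high and condensed-nucleus cell shares, with cell loss under 80%, at 10 µM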;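 note: anti alpha tubulin signal scored within the nucleus-defined area of each cell; some results filed as inactive read as strong as hits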
# Dynein transport: inhibitors of GR-EGFP nuclear translocation, primary screen, dynein cargo transport inhibitor project, imaging, high-content, 3617.4 mouse cells | z-score, hits read low | hit rate 0.47% among 220,000 | test concentration mostly 20 µM; stimulated with dexamethasone, 1 µM; hits give low values;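 active = plate z-score of nuclear minus cytoplasmic receptor signal below a set negative limit, without overly bright fluorescence or cell loss, cut at about -3.5 in these data, passing the limit was not always enough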;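 note: z-score of nuclear minus cytoplasmic ring GR-EGFP intensity difference per well; some compounds called inactive have numbers as strong as hits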
#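 Buffer or medium: Induction medium lacking tetracycline, stripped serum | Also added: Dexamethasone agonist, 1.0 µM final, for 30 min | Timing: 48 h induction, 1 h compound, 30 min dex at 37 °C | Detection: Formaldehyde fixation, Hoechst nuclear stain, 10x automated fluorescence imaging | Measure: Nuclear versus cytoplasmic GR-EGFP signal, averaged per well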
# T cell HTS: modulators of CD8 T cell-vesicle binding, primary screen, mouse 2C CD8+ T cells, flow cytometry | calls only at 7 µM | 2C CD8+ T cell-vesicle binding; hits give low values | hit rate 0.068% among 330,000;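 active = response, share of CD8 T cells binding vesicles, and their 90th percentile fluorescence all below set limits, cut at about 80% in these data, passing the limit was not always enough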
#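 Read-out – percent CD8+ FL2 mean versus row control · System – murine 2C transgenic CD8+ T lymphocytes · Times – 1.5 h cell–vesicle binding at 37 °C, then 20 min icy labelling · Control set – naked vesicles low, QL9 vesicles with vehicle high · Detection – cytometric PE anti-B7-1 and Alexa647 anti-CD8 signals after 1% paraformaldehyde fixation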
# Autophagy mod: autophagy modulators in MEF cells, primary screen, imaging, high-content, MEF GFP-LC3. MEF GFP-LC3 puncta imaging; test concentration mostly 10 µM. AID 463193, 2010. calls only at 10 µM (by protocol). hit rate 0.98% among 190,000;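 active = percentage of spot-positive cells more than 3 SD above its plate mean, without a fluorescence outlier flag or 80% toxicity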;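 note: spot-positive cell cutoff set from DMSO-treated cells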
# b-catenin transl: modulators of beta-catenin nuclear translocation, primary screen, imaging, HeLa cells, immunofluorescence, high-content; nuclear translocation activity, % at 5 µM; hit rate 0.3% among 190,000;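 active = nuclear translocation activity above 50% at 5 µM, with a well cell count of 50 or more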;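 note: per-cell ratio of nuclear to cytoplasmic median beta-catenin stain intensity; plate controls were DMSO negative control for no effect and GSK-3 inhibitor IX positive control for full effect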
#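 Test system: human HeLa cells, native beta-catenin. Compound dosing: 5 µM primary single dose, 0.1% DMSO, 0.02–20 µM confirmation series. Incubation: compound exposure 24 h at 37°C. Detection: beta-catenin immunostaining with DAPI counterstain, 20x imaging, 6 fields/well. Read-out basis: Nuclear/cytoplasmic beta-catenin signal ratio, % activation.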
# Hep lipid drop: inhibitors of hepatocyte lipid droplet formation, primary screen, imaging, high-throughput imaging, BODIPY stain. AML12 mouse hepatocytes, oleate lipid droplets. inhibition, % at 6.5 µM. hit rate 0.4% among 240,000. AID 1656, 2009;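 active = lipid droplet intensity inhibited by at least 50%, with more than 500 cells counted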
#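 Material – AML12 mouse liver cells · Also added – oleate loading, 100 µM · Compound dosing – 6.5 µM single-point dosing · Times – overnight treatment with compound plus oleate · Measured by – fluorescence imaging, 20x objective, two fields per well · Read-out – percent inhibition of filter-corrected integrated lipid droplet intensity per well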
# PhoP inhibition: inhibitors of PhoP regulon expression, primary screen, Salmonella Typhimurium, GFP reporter (AID 1863) | S. Typhimurium PhoP-regulated promoter GFP reporter, 4 h; higher % means a stronger effect | one-dose inhibition, % at 50 µM; IC50 in µM for titrated hits | hit rate 0.16% among 300,000;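 active = inhibition over 29.93%, a cutoff 3 SD above the screen mean, later confirmed by dose response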;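 note: 0% = low Mg2+ inducing control and 100% = high Mg2+ repressing control; strong numbers were not always called active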
# Dynein transport cytoplasmic EGFP: further read-out of Dynein transport, marked with its call; z-score; measured here: cytoplasmic GR-EGFP intensity; hits give high values
# Dynein transport nuclear GR-EGFP: also measured in Dynein transport; calls as there; z-score; measured here: nuclear GR-EGFP intensity;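 lower value marks the stronger effect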
# Dynein transport cell count: second read-out of Dynein transport, no call of its own (marks repeat the call); z-score; measured here: cell count per field
# Insulin prom up cell count: also measured in Insulin prom up; calls as there; cell count; measured here: cytotoxicity, nuclei count;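 total cells summed across four imaged fields per well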
# Hep lipid drop cells 6.5 µM: second read-out of Hep lipid drop, no call of its own (marks repeat the call); cell count; measured here: cell count, cytotoxicity flag;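 cells counted across two imaged fields per well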
# b-catenin transl cell count 5 µM: further read-out of b-catenin transl, marked with its call; cell count; measured here: cell count, cytotoxicity flag
# T cell HTS vesicle-bound %: further read-out of T cell HTS, marked with its call; double positive events, %; measured here: CD8+ vesicle-bound cell fraction;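 binding gate set so that unloaded-vesicle control wells show 10% double positive cells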
# MT stabilizer Hoechst-high %: recorded beside MT stabilizer, whose call it bears; % Hoechst-high responders; measured here: nuclear condensation Hoechst responders;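 share of cells brighter than vehicle mean plus two SD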
# MT stabilizer cytotoxicity %: recorded beside MT stabilizer, whose call it bears; toxicity, %; measured here: cytotoxicity by cell density;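 0% = mean cell density of plate MIN control wells and 100% = no cells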
# Autophagy mod cell loss 18 h: also measured in Autophagy mod; calls as there; toxicity, %; measured here: cell loss, nuclei count;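 cell loss after 18 h compound exposure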
# Numbers without * were called inactive; i = inactive; · = not tested or not shown; + = active, no number. Compounds were not picked by outcome (roughly 3% active in at least one column).
SMILES,ER stress rescue,Insulin prom up,Insulin prom up cell count,MT stabilizer,MT stabilizer Hoechst-high %,MT stabilizer cytotoxicity %,Dynein transport,Dynein transport cytoplasmic EGFP,Dynein transport nuclear GR-EGFP,Dynein transport cell count,T cell HTS,T cell HTS vesicle-bound %,Autophagy mod,Autophagy mod cell loss 18 h,b-catenin transl,b-catenin transl cell count 5 µM,Hep lipid drop,Hep lipid drop cells 6.5 µM,PhoP inhibition
CS(=O)(=O)N1CCN(c2ccc(NC(=S)NC(=O)c3cccs3)cc2)CC1,-1.4%,1.24,1428,3.8,2.2,0.3,-1.35,0.59,-0.722,0.781,i,5.5,i,9.8,-0.8,973,2.7,716,2.6%
COC(=O)c1ccc(N=NN2CCCCCC2)cc1,-2.4%,1.01,1310,6.4,2.0,8.3,0.098,-0.155,0.189,0.0271,i,40.8,i,15.4,-0.1,533,-3.4,746,4.1%
COCC(C)NC(=O)c1noc2c1CCc1cc(OC)ccc1-2 (stereo unspecified),-1.5%,0.44,1334,3.8,3.0,7.9,-0.667,-0.246,0.0775,0.546,·,·,i,6.6,·,·,12.9,762,-1.2%
O=C(Nc1ccc(OC(F)(F)F)cc1)c1ccc(-n2cncn2)nc1,2.5%,0.06,1352,4.1,1.5,1.0,-0.712,-0.307,-0.365,0.565,i,60.4,i,12.9,-0.2,1581,0.0,649,-2.5%
O=C(O)C1CCC(Cn2c(SCc3cc(=O)n4ccccc4n3)nc3ccsc3c2=O)CC1 (stereo unspecified),-2.7%,·,·,1.7,1.9,1.5,-0.592,-0.233,-0.272,0.572,i,52.5,i,-46.2,6.7,430,-12.4,787,-8.7%
CCCN1C(=O)c2cccc3c(N4CCCCC4)ccc(c23)C1=O,-1.0%,·,·,0.9,1.9,1.0,0.786,12.3,1.72,-0.971,i,32.7,+,3.1*,-2.1,1165,-21.5,652,-48.0%
Cc1cc(-c2ccccc2)nc(N2CCC(C(=O)NCc3ccccc3Cl)CC2)n1,2.5%,0.29,1254,2.5,1.4,4.5,-1.85,-0.24,-0.654,0.417,·,·,i,10.3,-2.2,1239,14.1,781,-6.2%
O=C(CCn1cccc1)N1CCc2ccccc21,·,0.88,1294,2.8,1.0,0.4,-0.058,-0.19,0.25,0.593,i,44.9,i,6.5,·,·,-1.8,707,8.8%
Cc1ccc(CN=Cc2[nH]c3ccc(Br)c(Cl)c3c2O)cc1,-0.6%,·,·,1.7,1.5,1.8,-4.26,12.6,-0.739,0.607,i,58.9,+,-3.1*,-2.5,1077,-17.9,784,-3.1%
O=C(Cn1nc(-c2ccccc2)c2ccccc2c1=O)Nc1cccnc1,2.6%,-0.24,1043,1.7,0.9,6.4,1.29,-0.307,0.645,-0.0243,i,9.4,i,0.3,2.4,1160,-4.4,778,3.6%
Cn1c(SCc2ccc(Br)cc2)nnc1-c1ccncc1,-1.0%,-0.31,1821,3.2,2.4,4.6,-0.151,-0.233,-0.141,0.606,i,29.2,i,-2.8,0.6,1104,-24.8,630,7.9%
CCc1ccc(OCC(=O)Nc2ccc(-c3cc4ccccc4oc3=O)c(OC)c2)cc1,-1.8%,-0.05,1237,11.5,26.7,17.6,-0.0331,-0.254,0.00466,1.16,i,47.3,i,18.0,1.1,503,0.5,684,30.0%
CCSc1ncc(Cl)c(C(=O)Nc2cc(C)ccc2C)n1,·,-0.28,1445,·,·,·,-0.0858,-0.268,-0.309,0.344,i,58.6,·,·,-3.2,1224,11.3,667,-7.8%
Fc1ccc(-c2cc(C(F)(F)F)n3ncnc3n2)cc1,-0.6%,-1.39,1317,2.9,2.3,10.0,-0.359,-0.286,-0.195,0.327,i,48.2,i,-2.2,-0.7,1184,-0.4,696,-5.6%
Cc1ccc2cc(C#N)c(SCC(=O)N3CCCc4ccccc43)nc2c1C,-1.3%,·,·,2.9,1.8,2.9,-0.383,-0.169,-0.448,0.802,i,24.8,i,-13.5,·,·,·,·,-1.4%
CCOC(=O)C1=C(O)/C(=C\c2ccc(CNC(=O)C(=O)Nc3ccccc3)o2)N=C1C,3.4%,0.85,867,2.5,2.2,7.3,-0.368,1.04,-0.0415,-0.461,i,29.5,i,-3.4,3.5,1033,3.9,779,11.7%
COC(=O)c1ccc(C(=O)OC)c(NC(=S)N2CCC(C)CC2)c1,-2.4%,0.02,1211,1.9,2.7,7.6,0.198,-0.241,-0.254,-0.146,i,8.5,i,5.7,0.8,619,14.0,743,-4.4%
O=C(O)c1cc(-c2ccc(Cl)s2)nc2ccccc12,-1.0%,-0.1,1241,2.3,3.0,5.9,-0.697,-0.261,0.183,0.0204,i,20.7,i,3.8,0.0,1172,20.4,687,-2.7%
CCOC(=O)c1c(CSc2ccccc2)n(C)c2ccc(O)c(CN3CCN(C)CC3)c12,·,-0.16,1050,·,·,·,-1.45,-0.197,-0.708,1.13,i,59.3,·,·,-0.1,1238,-20.2,685,-3.0%
O=C(COc1cccc(-n2cnnn2)c1)N1CCOCC1,0.5%,-0.51,1181,3.7,1.6,13.4,-0.681,-0.355,-0.216,0.636,i,21.7,i,11.4,-1.1,1050,·,·,0.2%
CCN(CC)C(=O)/C(=C/c1ccc2c(c1)OCO2)NC(=O)c1ccc(Br)cc1,1.2%,-0.23,1166,3.0,2.3,6.4,-0.552,-0.0957,-0.0807,-0.00108,i,59.8,i,6.7,-1.5,960,-19.2,606,-11.2%
Cc1ccc(S(=O)(=O)NC2(C(F)(F)F)NC(=O)N(C)C2=O)cc1 (stereo unspecified),-0.4%,0.8,1475,3.5,1.8,6.0,-0.273,-0.207,-0.319,1.22,i,36.5,i,-5.2,-0.5,992,1.5,619,0.5%
c1cncc(CSc2ccc(-c3cccnc3)nn2)c1,3.6%,0.28,1216,1.0,2.0,6.1,0.481,-0.176,0.175,0.337,i,48.2,i,11.2,0.0,1100,5.9,706,3.6%
O=Cc1ccc(Sc2nnc(-c3ccccc3)o2)c([N+](=O)[O-])c1,-1.9%,0.16,893,2.9,2.5,9.7,-2.22,-0.0214,-0.742,-0.71,i,34.7,i,10.2,·,·,·,·,-3.0%
CCOC(Cn1c(SCc2cc(C(C)=O)ccc2OC)nc2ccccc2c1=O)OCC,-1.5%,0.17,1347,2.8,2.9,5.6,-0.909,0.0435,-0.387,0.251,i,42.8,i,0.9,1.0,1116,31.7,674,-5.6%
Cc1nnc(SCC(=O)NCc2ccc3c(c2)OCO3)[nH]c1=O,1.1%,-1.07,1251,2.0,2.8,2.9,0.657,-0.0935,0.652,-0.49,i,17.6,i,8.8,-7.4,1009,·,·,2.6%
Cc1ccc2c3c([nH]c2c1C)-c1nonc1CC3,-1.4%,·,·,5.3,3.0,7.8,0.213,-0.247,0.204,0.579,i,3.2,i,3.3,·,·,3.8,739,5.9%
CCc1c(C(=O)NCc2ccc3c(c2)OCO3)[nH]c(C)c1C(C)=O,3.7%,-0.74,1563,6.8,1.8,2.7,-0.464,-0.401,-0.194,0.726,i,35.8,i,-10.8,-0.8,1399,·,·,3.5%
O=C(COC(=O)c1cncc(Br)c1)NCC1CCCO1 (stereo unspecified),0.9%,0.13,1388,2.6,2.4,7.9,0.24,0.0512,0.326,0.0728,i,27.5,i,1.9,-2.4,1032,·,·,11.5%
CCOC(=O)C1(CC2CCCCO2)CCN(C(=O)Nc2ccccc2CC)CC1 (stereo unspecified),-1.0%,-0.04,1508,3.6,2.0,0.8,3.57,-0.188,1.59,-1.26,i,49.1,i,21.4,0.2,964,7.3,722,9.1%
CCC(=O)NCCc1nc2ccccc2n1Cc1ccccc1,-2.6%,·,·,4.1,1.8,0.4,0.526,-0.253,0.211,-0.314,i,51.4,i,0.2,-1.0,1214,27.5,742,0.8%
CC(C)n1cnc2c(Nc3cccc(F)c3)nc(NCCO)nc21,·,-2.45,617,·,·,·,-0.277,-0.801,-0.092,0.35,i,36.1,·,·,-5.0,1078,2.9,688,-6.7%

# Assay outcomes: PubChem, several laboratories
